PfM18AAP inh: blocks P. falciparum M18 aspartyl aminopeptidase | AID 1822 | recombinant PfM18AAP, H-Glu-NHMec fluorogenic cleavage | inhibition, % at 7.35 µM | 290,000 tested, 1.2% active;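 active = inhibition above the campaign mean inhibition over all tested compounds plus 3 SD, cut at about 28% in these data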;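 note: 0% = plate median of test compound wells and 100% = 2 mM ZnCl2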
IDE cell inh: inhibitors of human insulin-degrading enzyme in cells | P14735 | HEK cells, FAbetaB cleavage, fluorescence polarization | inhibition, % at 5.59 µM | 320,000 tested, 0.41% active | AID 434962;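 active = percent inhibition above the average of all tested compounds plus 3 SD, set per screening campaign, cut at about 16% in these data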;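 note: IDE supplied by intact live HEK cells; FP after avidin binding of uncleaved biotin substrate so inhibition keeps polarization high; 0% = DMSO wells and 100% = 60 µM reference IDE inhibitor Ii1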
IDE act: activators of human insulin-degrading enzyme in cells | HEK cells, FAbeta-B cleavage, fluorescence polarization; 0% vehicle, 100% cell-free pure enzyme wells | activation, % at 5.96 µM | 340,000 tested, 0.073% active;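 active = activation above the mean of all tested compounds plus 3 SD, set per screening campaign, cut at about 17% in these data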
p-CIP stab down: p/CIP protein destabilization. Q05BA5. F442A p/CIP-EGFP cells, EGFP fluorescence, 16 h. decrease of EGFP signal, % at 10 µM. 290,000 tested, 0.01% active. AID 1984;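 active = EGFP signal decrease of at least 30% at 10 µM or well 3 SD below plate mean, unless failing retest; inactive = the rest, including hits failing retest or dose response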; note: some compounds called inactive have numbers as strong as hits; many of its hits are not listed in these tables
IMP-1 inhibitor: blocks Pseudomonas aeruginosa IMP-1 metallo-beta-lactamase | purified IMP-1, nitrocefin hydrolysis, epi-absorbance fluorescence | inhibition, % at 5.6 µM | 290,000 tested, 0.45% active | AID 1556;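 active = inhibition above the mean plus 3 SD of all compounds in the same screening run, cut at about 4.5% in these data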;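 note: 0% = IMP-1 with DMSO and 100% = DMSO wells lacking enzyme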
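Material – recombinant IMP-1 enzyme, purified · Amount – IMP-1 0.2 nM before substrate addition · Medium – HEPES buffer pH 7.1 with ZnSO4 and Brij 35 · Timing – 25 °C, 15 min preincubation, 25 min reaction · Measured by – plate fluorescence quenching by hydrolysis product, ex 480/em 530 nm · Read-out – percent enzyme inhibition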
NALP1 yeast inh: NALP1 inhibition; S. cerevisiae NALP1/ASC/caspase-1 growth, X-gal OD620, 72 h; inhibition, % at 10 µM; 280,000 tested, 0.61% active; AID 2071; in the data active = inhibition mostly above about 24%, no sharp cut-off; inactive = mostly below about 32%; note: some compounds called inactive have numbers as strong as hits
VIM-2 inhibitor: blocks Pseudomonas aeruginosa VIM-2 metallo-beta-lactamase; 290,000 tested, 0.89% active; purified VIM-2, nitrocefin hydrolysis, epi-absorbance fluorescence; inhibition, % at 5.6 µM;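 active = inhibition above the mean of all tested compounds plus 3 SD, cutoff set per screening run, cut at about 7.5% in these data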;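 note: red hydrolysis product quenches plate fluorescence so inhibitors raise well fluorescence; 0% = enzyme with DMSO and 100% = DMSO without enzyme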
PHOSPHO1 block: PHOSPHO1 (human) inhibition | recombinant PHOSPHO1, absorbance phosphatase assay | inhibition, % at 13.3 µM | 290,000 tested, 1.1% active; in the data active = inhibition above about 60%
GPR7 antagonist: blocks human GPR7 receptor signaling; AID 1861; GPR7-expressing cells, fluorescence antagonist assay; inhibition, % at 4.4 µM; 290,000 tested, 1.1% active; P48145; in the data active = inhibition above about 16%, passing the limit was not always enough;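 note: cells stimulated with the agonist NPW; 0% = agonist with vehicle and 100% = vehicle without agonist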
Active calls of the source: *; . = not tested or not shown.

SMILES	PfM18AAP inh	IDE cell inh	IDE act	p-CIP stab down	IMP-1 inhibitor	NALP1 yeast inh	VIM-2 inhibitor	PHOSPHO1 block	GPR7 antagonist
COc1ccc(NC(=O)CSc2nc3[nH]ncc3c(=O)n2-c2ccccc2OC)cc1OC	19	21*	-19	8	-0.8	14	-3.1	7	-8
Cn1ncc(Br)c1C(=O)NC1CCCCCCC1	0	.	6	3	-0.9	31	-1.7	.	-14
Oc1ccc(CN2CCCCC2)nc1-c1ccccc1	-4	-2	8	0	-3.6	22	-4.7	5	-8
CC(C)OCCCn1c(=O)c2ccccc2n2c(CCC(=O)NCc3ccccn3)nnc12	-2	-5	1	3	-1.7	14	-2.9	23	9
CC1CCCN(S(=O)(=O)c2ccc(N(C(=O)c3cnccn3)C(C(=O)NC3CCCCC3)c3cccs3)cc2)C1 (centres undefined)	1	6	2	11	-2.7	11	-4.0	5	10
CC(=O)c1cc(-c2ccccc2)n(CC(=O)Nc2ccc(C)c(C)c2)c1C	5	0	1	-22	-4.7	28	-3.5	7	-7
Cc1cccc(CNS(=O)(=O)c2ccc(-c3ccc(=O)[nH]n3)s2)c1	8	0	-1	5	-1.6	8	-2.0	42	-5
COc1cc2cc(CN(CCO)S(=O)(=O)c3ccccc3Cl)c(=O)[nH]c2cc1OC	-12	1	5	-4	0.8	6	-3.2	-2	-10
O=C(CCC1CCCN(C(=O)c2ccc3cc[nH]c3c2)C1)NCc1ccc(F)c(F)c1 (centres undefined)	4	2	4	-14	-1.9	5	-5.3	41	0
Cc1onc(-c2ccccc2)c1C(=O)NC(=S)NNC(=O)c1cccnc1	15	4	2	-6	-5.7	10	-4.5	-7	-1
CCCCC(=O)Nc1nnc(S(=O)(=O)N2CCCc3ccccc32)s1	8	0	-4	4	-1.6	29	3.6	41	-1
CCOC(=O)C1CCCCN1Cc1cc(OC)ccc1OC (centres undefined)	-7	-1	2	-14	-2.6	11	-0.8	-25	-11
CCOc1cc2[nH]c(=S)n(CCc3ccc(OC)c(OC)c3)c(=O)c2cc1OCC	-2	8	-1	-9	-2.1	-11	-3.0	14	-6
COc1ccc(NC(=O)N(Cc2ccc(C)cc2)Cc2ccccn2)c(OC)c1	2	2	6	.	-2.0	.	2.5	.	-2
CCOC(=O)CSc1nnc(Cn2nnc(-c3ccccc3)n2)n1C	-13	1	2	1	-0.2	7	-2.9	-4	0
COc1ccc(C(NC(=O)C2CCCCC2)c2c(O)ccc3ccccc23)cc1 (centres undefined)	-2	-3	3	-15	-2.9	-27	-5.1	-12	0
Nc1ccc2nc(-c3ccccn3)[nH]c2c1	3	1	4	-26	-5.1	1	-8.0	-1	-10
COC(=O)NCc1ccc(Cl)c(Cl)c1	-3	0	4	-6	-4.8	0	-4.0	-25	1
O=C(COc1ccccc1F)NC1CCN(Cc2ccccc2)CC1	2	-2	4	-6	-7.9	11	-2.1	16	-10
COc1ccc(NC(=O)c2ccccc2NS(C)(=O)=O)cc1OC	-4	1	5	9	-5.5	12	-1.8	4	-17
CCC1c2ccc(C)n2CCN1C(=O)Nc1ccc(F)cc1 (centres undefined)	3	4	-4	-15	-0.5	15	-0.6	-12	6
CCOC(=O)c1ccc(NC(=O)c2nc[nH]c2C(=O)NCCCCCNC(=O)OC(C)(C)C)cc1	.	1	0	-6	.	.	.	34	.
CSc1nc2c(cnn2-c2ccc(C)c(C)c2)c(=O)[nH]1	-3	-1	0	-3	-7.7	-4	-1.8	-11	-12
O=C(Cc1ccccc1)NC1(Cc2ccc(O)cc2)CCCCC1	-2	0	2	-1	0.3	25	-0.1	25	-2
c1ccc2c(c1)[nH]c1c(NCC3CCCO3)ncnc12 (centres undefined)	2	1	-3	-21	-2.4	22	-1.0	8	-7
Cc1cc(C)cc(N(CC(=O)Nc2ccc(Br)cc2)S(=O)(=O)c2c(C)[nH]c(=O)[nH]c2=O)c1	-1	-6	6	7	-1.0	-15	-0.4	42	-6
CSc1ccc(S(=O)(=O)N2CCC(C(=O)N3CCOCC3)CC2)cc1	0	4	-5	-5	0.1	23	-2.1	-9	-8
CCOC(=O)Nc1nnc(-c2ccc(OC)cc2)s1	-21	2	1	5	-0.5	-3	-2.7	20	1
CCC1=C(C(=O)OC)C(c2cc(OC)ccc2OC)C(C#N)=C(N)O1 (centres undefined)	2	5	6	-5	-4.7	8	-1.9	0	1
Cc1nn(-c2ccccn2)c2c1-c1nc(N)ncc1CC2	11	8	1	-17	1.7	3	0.9	35	-6
COc1ccc(-n2c(=S)[nH]c3c(oc4ccccc43)c2=O)cc1	2	1	-4	-8	-0.7	23	-2.6	-8	-5
O=C(Nc1cn(-c2ccccc2)nc1-c1cccs1)c1ccco1	-3	-5	1	6	-2.5	1	1.2	-4	4
CN(C)CCCNC(=O)CC(c1ccccc1)c1ccccc1O (centres undefined)	0	2	-1	-3	-5.1	10	-3.9	-46	-12
CCN(CC)CCNCC(=O)Nc1ccc(Oc2ccccc2)cc1	0	9	0	-10	-3.0	.	-2.5	44	-10
COc1cccc2c(=O)c(C/C=C(/C)Cl)c(C)[nH]c12	-4	1	5	-3	-3.4	4	-0.4	-47	4
Cc1ccc(C(=O)Nc2nccs2)cc1	-5	1	10	10	-2.9	-23	-2.9	15	-3
c1coc(CN2CN=C(Nc3nc4ccccc4s3)NC2)c1	1	2	0	5	-2.9	40	-2.3	11	-13
O=C(CN1CCCCC1)Nc1ccc(S(=O)(=O)N2CCOCC2)cc1	-4	-3	0	-15	-4.1	-18	-6.2	4	8
CCOC(=O)N1CCC(=NNC(=O)Cn2ccc(C(F)(F)F)n2)CC1	5	2	6	9	-5.2	14	-4.9	44	-11
CC(C)CCOP(=O)(c1ccc(N(C)C)cc1)C(Nc1ccccc1)c1ccc(N(C)C)cc1 (centres undefined)	6	0	5	-7	-2.5	-1	-3.0	12	-10
OCC1(Cc2ccccc2)CCCN(Cc2cn[nH]c2-c2ccccc2)C1 (centres undefined)	1	4	-1	-5	-3.6	8	-2.2	32	-5
COC(=O)c1ccc(NC(=O)CCOc2ccccc2)cc1	-12	0	3	-4	-1.9	1	-1.9	44	1
CC(C)c1ccc(NC2CCCN(C(=O)CN3CCCC3=O)C2)cc1 (centres undefined)	-12	1	5	-2	0.6	20	-2.3	22	4
CC1CC(C)CN(C(=O)C2CCN(S(=O)(=O)c3cccs3)CC2)C1 (centres undefined)	3	0	1	29	-4.0	-7	-0.6	28	2
O=C(CSc1ccc(F)cc1)NCCc1ccc(Cl)cc1	-1	1	4	-4	-4.0	25	-2.8	8	-4
COc1cnc(-c2ccccn2)nc1N(C)c1ccccc1	4	5	4	-9	-5.2	18	37*	42	-12
Cc1c(C(=O)OCC(=O)N(C)c2ccccc2)cccc1[N+](=O)[O-]	3	6	2	-30	-2.3	7	1.2	21	-2
CN1c2ccc([N+](=O)[O-])cc2C(C)(C)C12C=Cc1cc(C(=O)O)ccc1O2 (centres undefined)	3	1	1	2	-2.1	16	-2.6	38	-16
COC(=O)C1=C(Nc2ccc(C)cc2)C=C(C)C(C(=O)OC)C1c1cccc(OC)c1 (centres undefined)	-3	1	4	-4	-3.8	-92	-3.7	-24	-2
COc1ccc(Cc2nc(-c3ccccc3)no2)cc1	-5	1	5	4	-2.5	43	-5.2	0	5
Following part.
SMILES	PfM18AAP inh	IDE cell inh	IDE act	p-CIP stab down	IMP-1 inhibitor	NALP1 yeast inh	VIM-2 inhibitor	PHOSPHO1 block	GPR7 antagonist
O=C(c1ccc(S(=O)(=O)NCC2CCCO2)cc1)N1CCN(c2ccccc2)CC1 (centres undefined)	-3	0	2	-9	-1.4	-3	-2.6	-18	-2
CCc1ccc(NC(=O)CN(c2ccc(OC)cc2)S(=O)(=O)c2c(C)nn(C)c2C)cc1	-2	-2	0	4	-1.2	5	-4.5	-4	9
CCOC(=O)Cc1c(C)nc2c(C#N)c(C)nn2c1C	2	1	0	16	-1.6	20	0.8	-7	-3
CCOc1ccc2nc(NC(=O)c3cccnc3)sc2c1	4	-2	-1	-1	-1.6	20	-5.5	5	-6
CCOc1cc(NC(=O)C2CCCO2)c(OCC)cc1NC(C)=O (centres undefined)	-2	-2	5	-12	-8.6	13	-1.5	-7	-11
CCCN1C2CCCC1CC(NC(=O)c1cc(OC)cc(OC)c1)C2 (centres undefined)	-6	1	4	9	2.0	12	-1.0	34	-6
CC(Oc1ccc2c(-c3ccccc3)cc(=O)oc2c1)C(=O)NCCN1CCOCC1 (centres undefined)	0	0	-6	0	-2.6	6	0.0	29	-4
CC1CCCCN1C(=O)CSc1nnc(-c2ccccc2O)o1 (centres undefined)	7	-4	3	-32	-4.1	8	-4.2	43	-9
N/C(=N\OC(=O)CCCOc1ccc(Cl)cc1Cl)c1ccccn1	14	5	6	-2	-3.7	-11	-4.3	8	-13
COc1cccc(OC)c1C(=O)NC(=S)Nc1ccc2c(c1)Cc1ccccc1-2	3	11	1	-6	-1.4	-8	-1.5	25	0

Arranged by length of the SMILES (high to low): three of the compounds above.
SMILES	PfM18AAP inh	IDE cell inh	IDE act	p-CIP stab down	IMP-1 inhibitor	NALP1 yeast inh	VIM-2 inhibitor	PHOSPHO1 block	GPR7 antagonist
O=C(CN1CCCCC1)Nc1ccc(S(=O)(=O)N2CCOCC2)cc1	-4	-3	0	-15	-4.1	-18	-6.2	4	8
CCOc1cc(NC(=O)C2CCCO2)c(OCC)cc1NC(C)=O (centres undefined)	-2	-2	5	-12	-8.6	13	-1.5	-7	-11
O=C(COc1ccccc1F)NC1CCN(Cc2ccccc2)CC1	2	-2	4	-6	-7.9	11	-2.1	16	-10

Other structures follow:
SMILES	PfM18AAP inh	IDE cell inh	IDE act	p-CIP stab down	IMP-1 inhibitor	NALP1 yeast inh	VIM-2 inhibitor	PHOSPHO1 block	GPR7 antagonist
O=C(Cn1c(C(F)(F)F)nc2ccccc21)c1ccccc1	-1	2	-3	-14	-1.1	15	-0.3	-1	5
O=C1C2C3C=CC(C3)C2C(=O)N1CNc1ccccc1 (centres undefined)	-8	1	-1	-17	-3.5	1	-2.3	-29	-12
CCC(=O)N(C)CCc1cc2c(c(OC)c1/C=N/NC(=O)[C@H]1C[C@@H]1c1ccccc1)OCO2	-16	1	-7	-1	-4.5	31	-2.5	20	6
C[C@@H]1CN=C2N(CCNC(=O)CCC3CCCCC3)[C@H](Cc3ccc(O)cc3)CN21	1	12	-1	-7	-1.4	1	-3.5	9	-18
Cc1ccc(/C=N/c2sc(Cc3ccccc3)c(C)c2C(N)=O)o1	27	-4	0	-5	-3.2	36	-1.2	-3	0
Cn1nc([N+](=O)[O-])nc1Sc1nnc(-c2ccccc2)o1	2	5	3	-11	-3.9	-8	-2.2	37	-13
O=C(Nc1ccc(/C=C/c2nc3ccccc3o2)cc1)c1cccc(C(F)(F)F)c1	-4	3	2	-11	-0.6	2	-0.5	26	-20
CC1CC(C)CN(C(=O)Cn2c(=O)n(CCCCC(=O)NCc3ccco3)c(=O)c3ccccc32)C1 (centres undefined)	1	1	-1	2	-3.1	-8	-4.3	7	-6
COc1cc(CN(C)CC2CCCN(CCc3ccccc3F)C2)cc(Cl)c1OC (centres undefined)	0	.	1	2	-0.1	12	-0.1	24	1
Cc1ccc(Cn2nnc3c(=O)[nH]c(C4CCCN(S(=O)(=O)c5ccc(F)cc5)C4)nc32)cc1 (centres undefined)	0	-5	5	-11	4.2	16	-2.9	31	-10
CC1Oc2ccccc2N(Cc2ccccc2Cl)C1=O (centres undefined)	-2	2	6	4	-0.6	6	0.8	-11	-9
